From PubChem BioAssay
HCMV inh: blocks human cytomegalovirus replication | HFF cells, HCMV-luciferase reporter, 72 h; hits give low values | activity change, negative = inhibition, % at 57.5 µM | 4.5% of 410,000 active | AID 1259415; in the data active = activity change below about -60%; inconclusive = no clear call, values can overlap the other calls; inactive = above about -39%; also: % is scaled to controls: 0 for no effect and ±100 for the full control effect
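Two-dose cell screen: HFF monolayers treated with compounds and infected with luciferase-expressing HCMV at 1 PFU/cell, 72 h at 37C, then lysed for luciferase measurement.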
AmpC no deterg: AmpC beta-lactamase inhibition without detergent. Potency, µM (highest dose often 57.1 µM), inactives show at the top dose activity change, negative = inhibition, usual class: inhibitors. AmpC nitrocefin hydrolysis, absorbance 480 nm, 0.0001% Triton. 0.52% of 330,000 active. AID 485341. P00811;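 also: potency is read from the fitted curve at half-maximal effect; plate controls were no compound for no effect and no enzyme for full effect; nearly all actives have a fitted effect of over 20% in size; some results filed as inactive show a strong effect at the top dose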
Target sequence (P00811 whole entry, looked up): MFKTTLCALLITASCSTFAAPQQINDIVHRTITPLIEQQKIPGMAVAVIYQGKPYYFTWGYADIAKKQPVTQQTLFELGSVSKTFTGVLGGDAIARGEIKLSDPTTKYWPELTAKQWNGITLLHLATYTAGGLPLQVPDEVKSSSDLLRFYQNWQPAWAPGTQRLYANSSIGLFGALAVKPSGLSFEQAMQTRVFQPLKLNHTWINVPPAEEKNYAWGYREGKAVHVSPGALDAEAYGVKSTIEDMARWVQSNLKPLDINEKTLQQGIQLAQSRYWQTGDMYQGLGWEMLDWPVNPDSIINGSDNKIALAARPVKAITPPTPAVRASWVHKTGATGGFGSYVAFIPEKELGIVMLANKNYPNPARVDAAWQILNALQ
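AmpC (5.3 nM in the dispensed reagent) in 20 mM phosphate pH 7.0 with 0.01% (detergent screen) or 0.0001% Triton X-100 was preincubated with compounds for 15 min at room temperature. Nitrocefin was then added from an 800 uM solution, and hydrolysis was followed at 480 nm.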
AMA1-RON2 inh: inhibitors of Plasmodium falciparum AMA1-RON2 interaction | 0.2% of 360,000 active | AlphaScreen AMA1-biotinylated RON2 peptide binding | AID 720542 | Potency, µM (titrated, usually from 58.2 µM), for inactives: at the top dose activity change, negative = inhibition, usual class: inhibitors;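 also: potency is read from the fitted curve at half-maximal effect; 0% = vehicle wells and -100% = peptide control; nearly all actives have a fitted effect of over 45% in size; some results filed as inactive show a strong effect at the top dose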
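AMA1 (3D7) with his tag at 25 nM final met compounds first, then biotinylated RON2 peptide at 25 nM; detection used donor plus acceptor beads, 10 µg/mL apiece, read by AlphaScreen after 30 min at room temperature.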
Cycloheximide cs: counter-screen for Shiga toxin inhibitors: cycloheximide protein synthesis inhibition; cell reporter, cycloheximide protein synthesis inhibition counterscreen; max response, %; 12% of 300,000 active; in the data active = max response mostly above about 13%, no sharp cut-off; inactive = mostly below about 14%; also: read at 38.3 µM for the half of the compounds with a filed dose; 0% is about no effect
Shiga inhibitor: blocks Shiga toxin action in Vero cells; Vero cells, Shiga toxin protein synthesis inhibition reporter; inhibition, % at 38.7 µM; 9.2% of 290,000 active; AID 2315; in the data active = inhibition mostly above about 28%, no sharp cut-off; inactive = mostly below about 43%; also: 0% is about no effect
FBPA Giardia inh: Giardia lamblia aldolase inhibition. 0.71% of 290,000 active. Potency, µM (highest dose often 59.6 µM), for the others: top-dose activity, negative = inhibition, actives largely listed as inhibitors. purified Giardia FBPA; also: potency is read from the fitted curve at half-maximal effect; % is scaled to controls: 0 for no effect and ±100 for the full control effect; nearly all actives have a fitted effect of over 55% in size
Target sequence (A8B2U2 whole entry, looked up): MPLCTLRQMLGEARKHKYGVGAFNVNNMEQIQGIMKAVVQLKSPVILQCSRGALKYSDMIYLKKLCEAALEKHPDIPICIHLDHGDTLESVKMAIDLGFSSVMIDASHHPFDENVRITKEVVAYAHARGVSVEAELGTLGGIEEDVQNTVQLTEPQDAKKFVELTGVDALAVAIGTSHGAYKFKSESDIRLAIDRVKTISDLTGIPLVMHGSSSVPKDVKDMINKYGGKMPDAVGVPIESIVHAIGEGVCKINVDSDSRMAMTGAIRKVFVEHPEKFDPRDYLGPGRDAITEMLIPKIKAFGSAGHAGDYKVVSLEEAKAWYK
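Giardia FBPA (40 nM reagent) was preincubated 10 min at RT with compound (up to 57.5 uM final), then substrate plus GAPDH/TPI/NAD/arsenate coupling system with diaphorase/resazurin was added; resorufin fluorescence (525/598 nm) was read after 20 min.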
AmpC detergent: blocks E. coli AmpC beta-lactamase in detergent assay. 0.041% of 370,000 active. AmpC hydrolysis of nitrocefin, absorbance 480 nm, 0.01% Triton. Potency, µM (series often up to 114 µM), inactives show at the top dose activity change, negative = inhibition, hits mostly inhibitors;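 also: potency is read from the fitted curve at half-maximal effect; 0% = no-compound wells and -100% = no-enzyme wells; nearly all actives have a fitted effect of over 25% in size; some results filed as inactive show a strong effect at the top dose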
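20 mM phosphate pH 7.0 + 0.01% (detergent screen) or 0.0001% Triton X-100; 5.3 nM AmpC reagent; cpd preinc 15 min RT; nitrocefin (800 uM stock) to start; A480 q20 s × 4 min; Activity was normalised to no-enzyme and no-compound control wells.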
* marks the source's active call; other numbers are inactive results; ? = inconclusive; / = not tested or not shown; [ ] = dose if it differs, or a comment. Unless noted, calls follow the shape of the dose curve; as a rule, active = well fitted curve in the direction sought with a large enough effect; inconclusive = small, poorly fitted or top-dose-only effect, or another doubt; inactive = no such curve, though single readings can be large; an effect the other way counts as inactive or inconclusive.

Order of results – HCMV inh, AmpC no deterg, AMA1-RON2 inh, Cycloheximide cs, Shiga inhibitor, FBPA Giardia inh, AmpC detergent
1. CCOC(=O)C1CCCN(C(=O)c2ccc(S(=O)(=O)N3CCCC3)cc2)C1 (stereo unspecified)
  10.4, 4.8%, 19.2%, /, /, /, 0.0%
2. CC1(C)Cc2c(sc(NC(=O)c3ccco3)c2C(=O)O)CO1
  86.7, -9.9%, 19.6%, 29.7*, 43.5, 2.3%, -11.0%
3. CN(C)CCCNc1oc(-c2ccc(Cl)cc2)nc1C#N
  88.4, 17.4%, -0.6%, 13.1, 27.1, -1.5%, -5.3%
4. O=C(NCc1ccco1)/C(=C/c1ccc(Cl)cc1)NC(=O)c1ccco1
  37.9, -13.6%, 1.5%, -2.3, -16.0, 6.5%, ?
5. Cc1ccc(-n2ncc3c(NCc4ccco4)ncnc32)cc1C
  -2.9, -22.8%, 7.8%, 50.9*, 91.2*, 4.1%, -1.4%
6. O=C(Cn1nc(C(=O)O)c2ccccc2c1=O)Nc1cc(S(=O)(=O)N2CCOCC2)ccc1Cl
  27.8, 0.5%, 3.2%, /, /, /, /
7. CCOc1ccc(C(=O)NC(=S)Nc2ccc(NC(=O)c3ccco3)cc2)cc1[N+](=O)[O-]
  -31.7, -21.1%, 5.0%, 15.4*, 5.3, -5.1%, ?
8. O=C(Cc1ccccc1Cl)N/N=C/c1cccnc1
  22.1, -24.3%, 5.6%, 1.2, -24.7, /, 0.7%
9. COc1ccc(NC(=O)c2ccccc2NC(=O)c2ccco2)c(OC)c1
  -21.8, 1.8%, -1.5%, 6.4, 20.8, -7.9%, -11.2%
10. O=C(O)C1CC=CCC1C(=O)NC12CC3CC(CC(C3)C1)C2 (stereo unspecified)
  -7.5, -8.0%, -0.1%, -3.7, -8.0, 1.3%, -16.8%
11. CN1C(=O)c2cccc(N(C)C)c2C1=O
  18.3, -12.5%, ?, -2.6, 24.2, 6.8%, -7.3%
12. Cc1ccc(S(=O)(=O)CCNC(=O)Cc2ccc(Cl)cc2)cc1
  -18.2, -12.1%, -21.5%, -0.6, -0.9, 5.1%, ?
13. O=C(O)CSc1ncnc2scc(-c3ccc(Br)cc3)c12
  -10.4, -37.6%, -2.3%, 1.1, -5.0, ?, 2.5%
14. COc1cc(S(=O)(=O)Nc2c(C)cc(C)cc2C)ccc1Cl
  -2.7, -26.8%, -5.0%, 6.4, -2.4, -9.4%, 0.9%
15. COc1cccc(-c2ccc(NC(=O)C3CCCN(CCCn4nc(C)cc4C)C3)cc2)c1 (stereo unspecified)
  0.0, 148.5%[activator], -8.0%, 6.6, -2.3, 7.4%, -8.1%
16. Cc1ccc2cccc(OCc3ccccc3)c2n1
  -23.3, -8.4%, 8.7%, -3.3, -8.6, -5.5%, 2.5%
17. CCCn1c(C)cc(/C=C(\C#N)C(=O)O)c1C
  89.6, -4.7%, -4.5%, -1.4, 0.5, 17.1%, -3.2%
18. CC(=O)Oc1cc2cccc(OC(C)=O)c(=O)c2c(OC(C)=O)c1OC(C)=O
  /, -49.9%, 1.78µM*, -1.6, -11.1, -16.6%, ?
19. O=C(Cn1cc2c(n1)CCCC2)NCCCN1CCN(C2CCCCC2)CC1
  5.2, 4.6%, 11.1%, -1.0, 10.9, -2.1%, -5.1%
20. O=S(=O)(c1ccccc1)N1CCN(c2nc(-c3cccs3)nc3ccccc23)CC1
  /, -25.7%, /, -2.3, -7.1, 0.5%, ?
21. COc1cccc(CC(NC(C)=O)C(=O)NC2CCN(S(=O)(=O)c3ccc(NC(C)=O)cc3)CC2)c1OC (stereo unspecified)
  -18.8, 4.1%, -5.6%, -3.8, -13.3, -2.3%, -10.1%
22. N/C(=N\OC(=O)CCC1CCCC1)c1ccc([N+](=O)[O-])cc1
  -19.5, -2.2%, -14.3%, 18.9*, 26.4, 1.9%, 5.8%
23. Cn1c(OCc2cccnc2)nc2c1c(=O)n(Cc1ccc(Br)cc1)c(=O)n2C
  -36.3, 1.6%, -4.8%, -4.1, 8.1, 5.5%, ?
24. CSc1cc(C)n(-c2ccccc2)c(=S)c1C(C)=O
  12.9, -4.3%, 3.6%, -1.1, -5.9, -5.1%, 2.5%
25. CN(CCC#N)C(=O)COC(=O)c1ccc(CNS(=O)(=O)c2ccc(F)c(Cl)c2)cc1
  18.9, 25.1%, 4.2%[11.6 µM], -0.9, -12.8, 2.9%, ?
26. COCCCNC(=O)c1ccc(S(=O)(=O)c2ccc(Cl)cc2)c(NC(C)=O)c1
  -18.3, -12.1%, -4.9%, -5.5, -1.8, 0.4%, -6.5%
27. COc1ccc(C2CCCN2C(=S)Nc2ccccc2C)cc1OC (stereo unspecified)
  -25.3, 22.5%, 3.1%, 2.6, -0.3, -5.0%, 0.0%
28. FC(F)Sc1nc2ccccc2[nH]1
  11.0, -17.2%, 31.8%[activator], -0.3, -1.6, -13.7%, -4.8%
29. CCCN(C(=O)COC(=O)CCOc1ccccc1C)c1c(N)n(Cc2ccccc2)c(=O)[nH]c1=O
  20.6, -23.4%, -13.2%, 0.8, 15.4, /, -9.0%
30. CCCn1c(=O)c(/C(N)=N/O)nn(-c2cccc(C(F)(F)F)c2)c1=O
  32.1, 1.0%, 15.9%, 6.2, -5.9, -2.6%, 7.9%

(31) CCc1ccc(NC(=S)N(Cc2ccccc2)Cc2ccccn2)cc1
(32) CCn1cc(C(C)NC(=O)COc2ccc(Cl)cc2C)c(C)n1 (stereo unspecified)
(33) COc1cccc(/C=C/C(=O)OCC(=O)NC2CC2)c1
(34) Cc1ccccc1C(=O)NN(C)c1nc2ccccc2nc1C(F)(F)F
(35) Cc1noc(C)c1-c1ccc2ncnc(NC(C)c3ccco3)c2c1 (stereo unspecified)
(36) Nc1ncnc2c1ncn2[C@H]1C[C@H](O)[C@@H](COP(=O)(O)O)O1
(37) Cc1ccccc1OCc1nc2ccc(S(=O)(=O)N3CCOCC3)cc2[nH]1
(38) Cc1onc(-c2c(Cl)cccc2Cl)c1C(=O)N1CCN(c2ccccc2)CC1
(39) COc1cc2c(c(OC)c1OC)-c1ccc(OC)c(=O)cc1[C@@H](NC=O)CC2
(40) COC(=O)c1sccc1NC(=O)Nc1ccc(C(C)=O)cc1

Assay by compound	31	32	33	34	35	36	37	38	39	40
HCMV inh	-1.3	-1.1	0.0	7.6	218.7	20.0	4.5	?	/	11.1
AmpC no deterg	-31.2%	54.5%	-6.6%	-4.2%	-22.7%	-8.6%	-20.4%	64.3%[activator]	/	-29.3%
AMA1-RON2 inh	46.2%[activator]	-1.1%	-10.5%	35.4%[activator]	/	-10.6%	21.0%	-10.8%	/	-3.8%
Cycloheximide cs	11.9	-2.1	/	-4.1	14.8	1.5	-5.1	-6.0	-9.6	45.3*
Shiga inhibitor	57.0	-13.1	/	-5.4	30.2	-12.0	-16.1	-7.4	-11.8	53.0*
FBPA Giardia inh	-5.7%	2.7%	/	4.1%	4.8%	2.3%	-0.3%	-4.7%	-15.3%	/
AmpC detergent	-4.2%	?	3.4%	5.5%	2.4%	?	-9.8%	9.0%	/	3.3%

(41) COc1ccc(CNC(=O)c2sccc2C)cc1
(42) CCc1ccccc1NC(=O)CSc1nnc(Cn2nnc3ccccc32)n1C
(43) CCCCNC(=S)Nc1ccccc1F
(44) Cn1sc(NC(=O)c2ccccc2)nc1=O
(45) O=C(NCc1ccco1)c1ccccc1O
(46) O=C(NCc1ccco1)Nc1ccc(Br)cc1Cl
(47) O=C1Nc2ccccc2C1(O)c1ccccc1 (stereo unspecified)
(48) Cc1cc(N2CCN(C3CCCC3)CC2)n2ncc(-c3ccccc3)c2n1
(49) O=S1(=O)C=CC(Nc2cccc(Cl)c2)C1 (stereo unspecified)
(50) CC(c1cccs1)N(C(=O)Nc1ccccc1)C1CCCCC1 (stereo unspecified)

Assay by compound	41	42	43	44	45	46	47	48	49	50
HCMV inh	0.7	-25.8	-12.5	98.4	12.2	-10.9	-16.1	/	-8.6	-15.5
AmpC no deterg	20.9%	-12.5%	-11.4%	-11.8%	-21.9%	-25.5%	-26.3%	-12.2%	-21.9%	-17.0%
AMA1-RON2 inh	0.0%	8.4%	10.6%	-13.9%	-1.9%	-2.5%	2.3%	/	6.8%	25.4%
Cycloheximide cs	14.7*	-3.7	10.1	9.7	1.4	48.0*	34.5	11.1	-1.1	2.4
Shiga inhibitor	21.7	-1.6	-14.3	33.6	9.3	87.2*	39.7	34.1	-8.4	25.4
FBPA Giardia inh	-0.9%	5.8%	/	-12.1%	1.9%	0.4%	-5.3%	0.0%	2.3%	1.5%
AmpC detergent	?	-0.8%	0.5%	-13.2%	?	0.8%	?	-14.5%	0.3%	?

Three compounds from above, arranged by SMILES length, largest number first:
(46) O=C(NCc1ccco1)Nc1ccc(Br)cc1Cl
(41) COc1ccc(CNC(=O)c2sccc2C)cc1
(45) O=C(NCc1ccco1)c1ccccc1O

Assay by compound	46	41	45
HCMV inh	-10.9	0.7	12.2
AmpC no deterg	-25.5%	20.9%	-21.9%
AMA1-RON2 inh	-2.5%	0.0%	-1.9%
Cycloheximide cs	48.0*	14.7*	1.4
Shiga inhibitor	87.2*	21.7	9.3
FBPA Giardia inh	0.4%	-0.9%	1.9%
AmpC detergent	0.8%	?	?

Next compounds follow:
(51) Cc1ccc(NC(=O)c2cnccn2)cc1C
(52) CCOC(=O)c1c(NC(=O)CN2CCCCC2)sc2c1CCN(C(=O)OCC)C2
(53) O=C(c1ccc2c(c1)OCO2)C1CCCN(Cc2c(F)ccc(F)c2F)C1 (stereo unspecified)
(54) CCOC(=O)c1cnn(-c2ccccc2)c1NC(=O)C(F)(F)C(F)(F)C(F)(F)F
(55) Cc1ccc(S(=O)(=O)N2CCCCC2)cc1C(=O)NCCC1=CCCCC1
(56) Cc1cc(=O)n2ccsc2n1
(57) N#CCc1ccc(Oc2ccc([N+](=O)[O-])cn2)cc1
(58) O=C(O)CN1CCCCC1
(59) COC(=O)C(CN)c1c[nH]c2ccc(OC)cc12 (stereo unspecified)
(60) O=C(/C=C/N1CCN(Cc2ccccc2)CC1)C(F)(F)F

Assay by compound	51	52	53	54	55	56	57	58	59	60
HCMV inh	106.5	-60.0*	30.9	-7.1	-24.0	-0.4	0.7	-20.7	/	-38.5
AmpC no deterg	-21.9%	114.9%[activator]	4.4%	-13.8%	-1.8%	-7.2%	-3.5%	-17.7%	/	-13.3%
AMA1-RON2 inh	-1.2%	8.4%	-9.4%	-5.8%	-3.9%	-20.1%	-0.7%	-8.5%	/	-2.8%
Cycloheximide cs	34.1*	13.7	-1.3	-7.5	/	-1.3	5.3	4.9	1.3	-5.7
Shiga inhibitor	/	-14.0	33.3	-15.0	/	-9.7	12.0	-3.7	1.2	-8.8
FBPA Giardia inh	1.4%	/	/	8.9%	/	1.0%	15.0%	-17.6%	-4.9%	2.6%
AmpC detergent	-20.5%	-1.0%	-3.4%	?	-0.4%	-14.9%	0.7%	6.3%	/	5.0%
